Screening data (PubChem BioAssay)
aSyn yeast inh – alpha-synuclein toxicity inhibition in yeast; Yeast expressing alpha-synuclein, growth rescue, BacTiter-Glo, 24 h; Potency, µM (top dose mostly 46.1 µM), without a hit: at the highest dose growth rescue (activation), usual class: activators; 0.14% of 370,000 active; AID 652106; also: potency is read from the fitted curve at half-maximal effect; % of control where 0% means no effect; nearly all actives have a fitted effect of over 65% in size
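Readout is rescue of growth in alpha-synuclein-expressing yeast, so inhibitors of toxicity appear as activators. Growth after 24 hr at 30 deg C in galactose medium is quantified by luminescence.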
PTHR1 ag – activates the human parathyroid hormone receptor PTHR1; Q03431; HEK293 GP2 PTHR1 cells, GloSensor cAMP luminescence, 1 h; Potency, µM (doses to about 115 µM), without a hit: at the top dose activation, most hits filed as activators; 0.075% of 410,000 active; AID 743266; also: potency is read from the fitted curve at half-maximal effect; nearly all actives have a fitted effect of over 55% in size; some results filed as inactive show a strong effect at the top dose; inactives centre near -15; many of its hits are not listed in these tables
Target sequence (Q03431 whole entry, looked up): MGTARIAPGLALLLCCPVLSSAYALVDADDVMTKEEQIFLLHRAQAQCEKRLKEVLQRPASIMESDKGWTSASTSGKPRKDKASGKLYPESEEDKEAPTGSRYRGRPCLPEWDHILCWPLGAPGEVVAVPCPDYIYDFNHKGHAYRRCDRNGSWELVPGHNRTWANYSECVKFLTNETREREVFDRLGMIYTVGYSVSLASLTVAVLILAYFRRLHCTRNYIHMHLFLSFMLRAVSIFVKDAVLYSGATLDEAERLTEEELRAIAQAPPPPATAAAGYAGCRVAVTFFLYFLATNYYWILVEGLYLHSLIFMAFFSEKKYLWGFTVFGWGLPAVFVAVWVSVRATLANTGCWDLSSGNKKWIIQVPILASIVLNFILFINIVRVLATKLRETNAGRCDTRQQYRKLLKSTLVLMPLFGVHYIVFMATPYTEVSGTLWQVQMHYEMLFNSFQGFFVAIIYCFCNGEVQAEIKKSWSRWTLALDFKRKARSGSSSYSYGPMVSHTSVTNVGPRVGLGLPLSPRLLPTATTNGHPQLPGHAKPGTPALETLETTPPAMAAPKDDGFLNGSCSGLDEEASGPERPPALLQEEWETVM
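HEK-293-derived GP2 cells expressing PTHR1 and a GloSensor cAMP reporter, 3,000/well, plated overnight, given luciferin plus IBMX (each 0.5 mM as added) for 1 h at 37 °C, then compound for 1 h at 37 °C. Luminescence was read after 15 min at room temperature.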
Abeta rescue – A-beta toxicity reversal in yeast | yeast expressing A-beta42, growth rescue, OD600, 48 h; response scale: 0% DMSO, 100% iron-clioquinol control | Potency, µM (doses to about 46.1 µM), inactives show at the highest dose growth rescue, actives largely listed as activators | 0.063% of 410,000 active; also: potency is read from the fitted curve at half-maximal effect; nearly all actives have a fitted effect of over 55% in size
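Yeast growth medium received pinned compounds, then yeast cells expressing toxic A-beta were added; plates incubated at 30 C for 48 hr. Growth read as absorbance at 600 nm, normalized to DMSO and equimolar FeCl3 plus clioquinol controls.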
GLP-1R inv ag – GLP-1 receptor (human) inverse agonism; P43220; HEK293 GLP-1R CRE-luciferase, luminescence, 24 h; GLP-1R form is constitutively active; Potency, µM (doses to about 38.3 µM), for the others: at the highest dose activity change, negative = inhibition, most hits filed as inhibitors; 1.6% of 410,000 active; AID 624417; also: potency is read from the fitted curve at half-maximal effect; % is scaled to controls: 0 for no effect and ±100 for the full control effect; nearly all actives have a fitted effect of over 55% in size
Target sequence (P43220 whole entry, looked up): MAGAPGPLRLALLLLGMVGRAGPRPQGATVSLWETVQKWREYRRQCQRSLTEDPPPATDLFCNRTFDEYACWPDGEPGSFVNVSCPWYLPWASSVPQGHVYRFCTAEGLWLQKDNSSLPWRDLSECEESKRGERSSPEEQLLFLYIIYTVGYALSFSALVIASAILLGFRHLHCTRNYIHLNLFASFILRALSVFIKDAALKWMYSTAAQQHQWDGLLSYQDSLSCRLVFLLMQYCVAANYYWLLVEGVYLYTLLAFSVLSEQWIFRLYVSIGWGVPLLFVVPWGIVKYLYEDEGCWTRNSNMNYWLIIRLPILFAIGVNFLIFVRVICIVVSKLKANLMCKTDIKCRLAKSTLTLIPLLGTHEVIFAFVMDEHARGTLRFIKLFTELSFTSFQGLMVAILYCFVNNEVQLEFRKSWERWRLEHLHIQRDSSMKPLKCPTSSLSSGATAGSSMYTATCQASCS
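Using stably transfected HEK293 (constitutively active GLP-1R, cAMP-luciferase reporter), compounds were incubated 24 hr and luciferase measured by luminescence.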
GLP-1R agonist – GLP-1 receptor (human) agonism. P43220. HEK293 GLP-1R CRE-luciferase, luminescence, 4-6 h; cells express a hypersensitive GLP-1R form. Potency, µM (titrated, usually from 45.6 µM), without a hit: at the highest dose activation, most hits filed as activators. 0.007% of 380,000 active. AID 624172; also: potency is read from the fitted curve at half-maximal effect; % of control where 0% means no effect
DRD3 antagonist – antagonists of human D3 dopamine receptor; 2.5% of 360,000 active; max response, negative = inhibition, %; D3R cells, DiscoveRx beta-arrestin luminescence, antagonist mode; active compounds read low; AID 652054; in the data active = max response below about -50%; inconclusive = no clear call, values can overlap the other calls; also: % is scaled to controls: 0 for no effect and ±100 for the full control effect; mostly tested at two doses, the higher about 12 µM
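Cells plated overnight at 1500 cells/well, then exposed to library compounds with dopamine controls for 90 minutes at 37 degrees C. DiscoveRx reagent added for 30–60 minutes at room temperature; luminescence read, quantitative HTS format.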
pAkt inh – inhibitors of Akt phosphorylation; activity change, % for hits at 50 µM; 0.32% of 360,000 active; Neuro2A IGF-stimulated pAkt S473 HTRF, 20 min; active compounds read low; AID 651550; in the data active = activity change below about -80%; inconclusive = mostly about -51% to -80%; also: % is scaled to controls: 0 for no effect and ±100 for the full control effect
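Neuro2A cells (4,500/well, DMEM with 0.5% FBS) were treated with compound at a single 50 µM final concentration, stimulated with 6 nM IGF for 20 min at 37 °C, and lysed. Phospho-Akt Ser473 was read by HTRF as 665/615 ratio ×10^4.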
TDP43 rescue – TDP-43 toxicity inhibition in yeast; 1.8% of 410,000 active; AID 652104; Potency, µM (titrated, usually from 46.1 µM), for inactives: top-dose growth rescue (activation), usual class: activators; TDP-43 expressing yeast growth rescue, BacTiter-Glo, 24 h; also: potency is read from the fitted curve at half-maximal effect; % of control where 0% means no effect; nearly all actives have a fitted effect of over 50% in size
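Yeast expressing TDP-43 (pregrown in raffinose, seeded at OD600=0.02 in galactose medium) exposed to compounds 24 hr at 30 deg C. Growth read by BacTiter-Glo luminescence; rescue of toxicity appears as increased signal.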
FUS yeast rescue – rescues growth of FUS-expressing yeast; S. cerevisiae FUS-expressing, growth rescue, OD600, 24 h; AID 1347120; 0.24% of 390,000 active; Potency, µM (titrated, usually from 76.6 µM), inactives show at the highest dose growth rescue (activation), usual class: activators;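 also: potency is read from the fitted curve at half-maximal effect; plate controls were DMSO vehicle for no effect and reference control for full effect; nearly all actives have a fitted effect of over 55% in size; some results filed as inactive show a strong effect at the top dose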
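Cultures pregrown in 2.5% raffinose medium are shifted to minimal medium containing 2% galactose to express toxic FUS. Compounds are tested at several concentrations. After 24hr at 30C, growth is quantified at 600 nm absorbance.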
An asterisk follows results filed as active; i = inactive; ? = inconclusive; nt = no result given; & = joins results of further samples; [ ] = dose if it differs, or a comment. Unless noted, calls follow the shape of the dose curve; as a rule, active = well fitted curve in the direction sought with a large enough effect; inconclusive = small, poorly fitted or top-dose-only effect, or another doubt; inactive = no such curve, though single readings can be large; an effect the other way counts as inactive or inconclusive. Only part of the results is shown, so the mix of outcomes need not match the whole.

SMILES	aSyn yeast inh	PTHR1 ag	Abeta rescue	GLP-1R inv ag	GLP-1R agonist	DRD3 antagonist	pAkt inh	TDP43 rescue	FUS yeast rescue
CCOC(=O)c1c(S(=O)(=O)N2CCN(Cc3ccccc3)CC2)c(C)n(C)c1C	0%	i	-1%	0%	4%	2	i	6%	8%
OCCN(CCO)c1ncnc2c1sc1nc(N3CCOCC3)c3c(c12)CCCC3	0%	i	5%	0%	?	?	i	17%	25%
COc1ccc(OC)c(NC(=O)c2cnn(-c3ccccc3Cl)c2NC(=O)c2ccco2)c1	0%	i	12%	0%	1%	8	i	-9%	21%
COCc1[nH]nc2c1C1(C(=O)N(C)c3ccccc31)C(C#N)=C(N)O2 (stereo unspecified)	-7%	0%[57.5 µM]	-2%	8%	2%	-3	i	-26%	3%
CCCCCCCC[n+]1cccc(C(=O)N2c3c(nc(N)[nH]c3=O)NC(C)C2C)c1 (stereo unspecified)	-4%	-17%	-15%	2%	-3%	2	i	5%	11%
CCn1nc(C)cc1C(=O)N1CCCC(Nc2ccc(C(C)C)cc2)C1 (stereo unspecified)	2%	-16%	-5%	-30%	10%	-5	i	21%	nt
CC(C)C[C@@H](CNCC(=O)[C@H](Cc1c[nH]c2ccccc12)NC(=O)c1[nH]cnc1C(=O)N[C@H](CN)CC(C)C)NC(=O)c1nc[nH]c1C(=O)N[C@@H](CC(=O)O)C(=O)O	0%	-15%	-6%	13%	-2%	?	i	11%	?
Cn1nc(C(=O)N2CCN(c3ccccc3)CC2)c2c1-c1ccccc1S(=O)(=O)C2	4%	i	14%&11%	4%&13%	5%	-18	i	?	24%&24%
CCC(=O)Nc1ccc(-c2csc(C)n2)cc1	0%	i	-5%	21%	2%	0	i	0%	nt
CCCOc1cccc(C(=O)N(Cc2ccco2)C2CCS(=O)(=O)C2)c1 (stereo unspecified)	-1%	-9%[57.5 µM]	0%	-16%	4%	13	i	5%	18%
CC1=C(C)CC(C(=O)c2ccc(C)cc2)C(C(=O)O)C1 (stereo unspecified)	6%	0%[57.5 µM]	-2%	1%	-5%	-24	i	?	23%
CCOc1ccc(CN2CCN(Cc3cccn3-c3nccs3)CC2CCO)cc1 (stereo unspecified)	0%	-3%	4%	?	17%	-21	i	-1%	13%
O=C(CNc1ccccc1N1CCCC1=O)Nc1cc(Cl)ccc1-n1cncn1	0%	i	-9%	43%[activator]	6%	21	i	-20%	14%
Cc1ccc(NC(=O)c2cnc(SCC(=O)NCC3CCCO3)n(C)c2=O)cc1 (stereo unspecified)	-5%	-1%	-4%	-15%	4%	?	i	-11%	1%
COc1ccc(/C=C/C(=O)NC(=S)Nc2cc3oc4ccccc4c3cc2OC)cc1	10%	i	2%	-7%	3%	22	i	-5%	-5%
Cn1c(/C=C/c2ccc(Cl)cc2)c([N+](=O)[O-])c(=O)n(C)c1=O	6%	i	-12%	0.79µM*	-5%	-21	i	18µM*	-5%
CCn1c(C)cc(C(=O)CSc2nnc(-c3ccco3)o2)c1C	-9%	-3%	9%	-16%	-7%	5	i	26%	3%
COc1cnc(-c2ccccn2)nc1Oc1ccccc1Cl	4%	i	23%	7%	-10%	-1	i	0%	-6%
CC(=O)Nc1ccc(S(=O)(=O)N(C)CC(=O)NCCOc2ccccc2)cc1	0%	i	4%	5%	3%	5	i	-1%	-12%
CN(C)S(=O)(=O)c1ccc(NC(=O)CSc2nnc(-c3ccco3)n2N)cc1	9%	-4%	-2%	6%	1%	0	i	0%	6%
CC(=O)N1N=C(c2ccccc2)CC1c1cn(Cc2ccccc2)c2ccccc12 (stereo unspecified)	16%	-81%[inhibitor]	1%	?	0%	4	i	-11%	48%
CCOc1ccc(C(=O)C[n+]2ccc(C(=O)NCCO)cc2)cc1	-5%	-7%	-12%	2%	5%	3	i	-7%	-21%
CCCC(CCC)C(=O)Nc1cccc(-c2nc3cccnc3s2)c1	nt	-14%	-27%	7%	nt	nt	nt	4%	-11%
C=CC(=O)N1C/C(=C/c2ccc(Cl)cc2)C(=O)/C(=C\c2ccc(Cl)cc2)C1	-47%[inhibitor]	-37%[inhibitor]	-21%	?	-2%	?	i	?	nt
O=C(NCCN1CCN(Cc2ccccc2Cl)CC1)Nc1ccccc1	-12%	i	-24%	-16%	8%	?	i	-26%	22%
COc1ccc(CC(=O)O)cc1O	-2%	-10%	-5%	8%	-4%	6	i	4%	-12%
Cc1cc(C)n(-c2ccc(C(=O)OCC(=O)c3ccc(Br)s3)cc2)n1	-4%	-26%	-14%	?	-8%	12	i	?	29%
CCN(CCCNC(=O)Cn1ncc2c3ccccc3n(C)c2c1=O)c1cccc(C)c1	nt	-31%[inhibitor]	1%	4%	nt	nt	nt	0%	-26%
Cc1cccc(OCCC(=O)Nc2ccc(C)c(S(=O)(=O)N3CCOCC3)c2)c1	-5%	-80%[inhibitor]	-14%	?	-2%	0	i	8%	29%
CC(C)c1cnc2c(c1SCc1cccc(F)c1)c(=O)n(C)c(=O)n2C	nt	-16%	1%	-29%	nt	nt	nt	?	28%
O=S(=O)(c1ccc(F)cc1)N1CCN(C(=S)NCCc2ccccc2)CC1	5%	i	10%	?	4%	-18	i	20%	-2%
CCOC(=O)c1c(C)[nH]c(C(=O)COC(=O)/C=C/c2cccc(OC)c2OC)c1C	5%	i	0%	6%	1%	-2	i	11%	nt
O=C(c1ccc(Cl)cc1)N1CCC(C(=O)N2CCCc3ccccc32)CC1	-2%	-56%[inhibitor]	-7%	-36%	-6%	19	i	14µM*	nt
CC1CC(CC(=O)Nc2nc(-c3ccccc3)cs2)C(=O)O1 (stereo unspecified)	4%	-38%[inhibitor]	6%	7%	7%	15	i	20%	-14%
COc1ccc(-n2nc3c(c2NC(=O)C(C)Oc2ccccc2)CS(=O)C3)cc1 (stereo unspecified)	10%	-22%	-7%	15%	6%	2	i	-22%	nt
CCOC(=O)Cc1csc(NC(=O)CN(C)S(=O)(=O)c2ccc3c(c2)CCC(=O)N3)n1	1%	i	15%	13%	-1%	-7	i	4%	15%
CSCCC(NC=O)C(=O)NC(C)C(=O)O (stereo unspecified)	13%	-16%	-16%	-10%	0%	19	i	15%	-38%
COc1ccc(C(=O)NC(CCSC)C(=O)N2CCCCCC2)cc1 (stereo unspecified)	3%	-5%	3%	-2%	14%	9	i	2%	17%
Cc1ccc(S(=O)(=O)c2c(Nc3cccc(Cl)c3)sc(C(=O)c3ccc4c(c3)OCO4)c2N)cc1	-2%	i	-20%	-8%	-4%	nt	nt	1%	41%
O=C(CSc1n[nH]c(-c2cccs2)n1)N1CCCCC1	-1%	-2%	6%	9%	-1%	7	i	10%	6%
COc1ccc2nc(SCCN(C)C)[nH]c2c1	-1%	16%	-8%	-10%	-6%	-11	i	13%	-38%
CC(C)CN(C(=O)CN1CCN(c2ccccc2O)CC1)c1c(N)n(CC(C)C)c(=O)[nH]c1=O	-6%	i	9%	13%	-8%	-4	i	-13%	nt
Cc1ccc(COc2ccc(Br)cc2/C=N/O)cc1	-18%	-34%[inhibitor]	-22%	?	10%	-94*	i	0%	8%
CC1(c2nnnn2Cc2ccccc2)CCC(=O)N1CCc1c[nH]c2ccccc12 (stereo unspecified)	-5%	i	-9%	11%	1%	10	i	17%	18%
CCn1c(SCC(=O)NC(=O)NC(C)(C)C)nc2ccccc21	6%	0%	-4%	-25%	15%	3	i	-1%	1%
COc1ccc(Cn2c(=O)[nH]c3cc(C(=O)NCCCN4CCCC4)ccc3c2=O)cc1	1%	i	16%	?	20%	-15	i	15%	26%
Cc1cccc2sc(N(Cc3cccnc3)C(=O)C3COc4ccccc4O3)nc12 (stereo unspecified)	nt	-5%	-9%	1%	nt	nt	nt	5%	-10%
CCCCNc1nc(Oc2ccc(=O)n(-c3ccccc3)n2)nc(N(C)C)n1	nt	i	1%	12%	nt	nt	nt	?	17%
COc1ccc(F)cc1CN1CCN(C(=O)CCC(=O)Nc2nnc(C3CCCCC3)s2)CC1	2%	-32%[inhibitor]	-5%	?	-3%	-7	i	-18%	5%
Cc1[nH]c2ccccc2c1C1(O)C(=O)N(Cc2ccc3c(c2)OCO3)c2ccccc21 (stereo unspecified)	3%	-3%	16%	?	0%	?	i	11%	nt
O=C(NCC(c1ccc(Cl)cc1)N1CCOCC1)c1ccccc1F (stereo unspecified)	nt	-17%	6%	9%	nt	nt	nt	1%	8%
COc1cc2c(cc1OC)C(c1ccc([N+](=O)[O-])cc1)NCC2 (stereo unspecified)	-1%	-15%	-31%	68%[activator]	-4%	-12	i	-15%	6%
CC(C)(C)c1ccc(CC(=O)N2CCC2(C)C(=O)NS(=O)(=O)Cc2ccccc2)cc1 (stereo unspecified)	3%	-16%	-11%	-3%	-6%	5	i	-29%	7%
Cc1ccc(CNC(=O)/C=C/c2cccs2)cc1	0%	i	?	?	1%	7	i	23%	nt

Another view of part of the listing above:
Structure | aSyn yeast inh | PTHR1 ag | Abeta rescue | GLP-1R inv ag | GLP-1R agonist | DRD3 antagonist | pAkt inh | TDP43 rescue | FUS yeast rescue
CC1(c2nnnn2Cc2ccccc2)CCC(=O)N1CCc1c[nH]c2ccccc12 (stereo unspecified) | -5% | i | -9% | 11% | 1% | 10 | i | 17% | 18%
CC(C)(C)c1ccc(CC(=O)N2CCC2(C)C(=O)NS(=O)(=O)Cc2ccccc2)cc1 (stereo unspecified) | 3% | -16% | -11% | -3% | -6% | 5 | i | -29% | 7%
O=C(NCC(c1ccc(Cl)cc1)N1CCOCC1)c1ccccc1F (stereo unspecified) | nt | -17% | 6% | 9% | nt | nt | nt | 1% | 8%
